High-throughput results as filed in PubChem.
Mtb RmlCD inh: blocks M. tuberculosis RmlC and RmlD coupled enzymes | RmlC+RmlD coupled enzyme assay, percent inhibition; primary screen in compound mixtures | inhibition, % at 3.6 µM | hit rate 0.03% among 160,000 | AID 1533; in the data active means inhibition mostly above about 34%, no sharp cut-off; further: some results filed as inactive read as strong as hits
Target sequence (P9WH09 whole entry, looked up): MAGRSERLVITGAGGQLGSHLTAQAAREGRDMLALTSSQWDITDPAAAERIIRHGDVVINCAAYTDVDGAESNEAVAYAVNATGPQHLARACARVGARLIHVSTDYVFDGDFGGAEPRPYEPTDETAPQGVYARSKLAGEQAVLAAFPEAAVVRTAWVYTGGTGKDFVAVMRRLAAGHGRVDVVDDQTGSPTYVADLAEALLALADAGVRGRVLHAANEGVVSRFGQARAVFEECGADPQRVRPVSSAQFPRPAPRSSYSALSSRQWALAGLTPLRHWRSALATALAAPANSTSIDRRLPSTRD
Target sequence (P9WH11 whole entry, looked up): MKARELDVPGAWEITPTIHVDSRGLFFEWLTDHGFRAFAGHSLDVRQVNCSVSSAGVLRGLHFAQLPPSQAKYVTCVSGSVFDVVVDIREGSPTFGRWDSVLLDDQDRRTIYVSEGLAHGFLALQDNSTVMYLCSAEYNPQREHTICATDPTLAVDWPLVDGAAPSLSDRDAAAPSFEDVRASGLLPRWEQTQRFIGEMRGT
GlmU inhibition: inhibition of mycobacterial GlmU enzyme – biochemical, glucosamine-1-phosphate acetyltransferase (AID 1376) | M. tuberculosis GlmU acetyltransferase enzyme assay; higher % means a stronger effect | inhibition, %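 (tested at 30 µM in the primary screen)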; hits with a dose series show IC50 in µM | hit rate 0.25% among 220,000; in the data active means inhibition above about 13%;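 further: 0% = complete reaction with vehicle and 100% = reaction without substrate; strong numbers were not always called active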
* = called active by the depositor; . = no result given. Not all compounds are listed (hit frequency here may not be typical).

The line under a structure holds: Mtb RmlCD inh	GlmU inhibition
COc1ccc2[nH]c(N=Nc3ccccc3C)c(O)c2c1
  1.3	1.8%
O=C(NCCc1c[nH]c2ccccc12)C(=O)NCC1OCCCN1S(=O)(=O)c1ccc(F)cc1 (stereo not given)
  -9.3	-1.2%
COc1cc(NC(=O)c2noc3c2CCC3)c(OC)cc1Cl
  .	0.6%
COc1ccc(F)cc1S(=O)(=O)N1CCCC(C)C1 (stereo not given)
  .	1.9%
Cc1nn(C(C)C(=O)O)c(=O)c2ccccc12 (stereo not given)
  -3.0	-8.3%
O=C(CN1CCCC1)OCCCC1CCCCC1
  68.5	0.6%
CCC(c1nnnn1C(C)(C)CC)N1CCN(c2ccccc2F)CC1 (stereo not given)
  12.3	-3.8%
CCOC(=O)N1CCN(Cc2nc(N)nc(Nc3ccc(Cl)cc3)n2)CC1
  -7.4	-0.6%
CCc1ccc(-c2csc3[n+]2CCN3C(C)=O)cc1
  10.6	-4.1%
CC1=C(C(=O)Nc2ccccn2)C(c2ccccc2Cl)NC(=S)N1 (stereo not given)
  7.4	-0.9%
CC(/C=N\NC(=O)Cn1cncn1)=C/c1ccc(C(C)C)cc1
  -12.4	8.2%
CN1C(=O)c2ccc(NC(=O)c3ccc(N4CCCCC4)c([N+](=O)[O-])c3)cc2C1=O
  -1.6	-1.2%
NC(=O)C1CCN(C(=O)CN(c2cccc(C(F)(F)F)c2)S(=O)(=O)c2ccccc2)CC1
  .	2.0%
Clc1cccc2sc(N3CCN(c4ccccc4)CC3)nc12
  9.3	4.2%
CCOC(=O)C1=C(C)NC(C)=C(C(=O)OCC)C1c1ccccn1
  .	-1.9%
COc1ccc(/C=N/N=C(/N)N[N+](=O)[O-])c(OC)c1
  .	-1.0%
Cc1ccc(-c2cc(C(=O)NCCc3ccc(S(N)(=O)=O)cc3)c3ccccc3n2)cc1
  6.2	0.0%
N/C(=N\OC(=O)COc1ccc(Cl)cc1Br)c1ccncc1
  .	0.7%
CCOc1ccccc1OCC(=O)NCCc1ccc(S(N)(=O)=O)cc1
  -6.5	5.0%
C=CCSc1nc(C)c(CCC(C)C)c(=O)[nH]1
  -1.6	-5.2%
O=C(NC12CC3CC(CC(C3)C1)C2)c1ccc(S(=O)(=O)N2CCOCC2)cc1
  -3.3	1.5%
CCOC(=O)COn1c(=O)c(=O)n(O)c2ccccc21
  11.0	3.0%
COc1ccc(CCN(/C=C2\Sc3ccccc3C2=O)C(C)=O)cc1OC
  -12.5	2.7%
Cc1cc(C(=O)CSc2nc(N)cc(=O)[nH]2)c(C)n1Cc1ccco1
  .	5.4%
Cc1[nH]c2ccccc2c1C(=O)CN1CCSCC1
  -2.6	-0.7%
CC(C)(C)C(=O)N1CCN(c2ncccc2C(F)(F)F)CC1
  -7.1	-3.8%
COc1ccccc1NS(=O)(=O)c1cccc(C(=O)OCc2nc3ccccc3s2)c1
  2.8	0.0%
COCCNS(=O)(=O)c1cc(OC)c(Cl)cc1Cl
  4.1	-1.3%
COc1ccccc1NC(=O)CCn1cccc1
  -7.9	0.0%
COc1ccc(-c2cc3nc(C)cc(N)n3n2)cc1
  47.9	-1.8%
COc1ccc(NC(=O)CC#N)cc1OC
  -8.7	-0.3%
COc1ccccc1N1CCN(/N=C\C(Br)=C\c2ccccc2)CC1
  -45.9	-1.7%
Cc1cc(C)cc(NC2=NC3(CCCCC3)N=C(N)N2)c1
  .	-4.1%
COC(=O)c1ccccc1S(=O)(=O)Nc1ccc(OC)nc1
  20.1	.
CN(C)/C=C/C(=O)c1ccc(Cl)cc1
  .	-3.2%
Cc1ccc(S(=O)(=O)c2cc3ccccc3oc2=Nc2ccc3c(c2)OCO3)cc1
  5.2	-8.1%
COc1cc(C2C(C#N)=C(N)Oc3cc(N(C)C)ccc32)cc2c1OCO2 (stereo not given)
  5.0	1.3%
CN1CCN(C(=O)C2=C[C@@H](c3csc4ccccc34)C[C@@H](OCCCCO)O2)CC1
  .	2.4%
O=C(CCn1c2c(c3ccccc31)CCCC2)NNC(=O)c1ccc([N+](=O)[O-])cc1
  12.7	-0.2%
CC1(C)C(=O)OC(C(=O)c2ccccc2)C2(CCCCC2)C1=O (stereo not given)
  4.9	1.3%
CC1CCN(C(=S)c2cn(Cc3ccccc3F)c3ccccc23)CC1
  .	-5.5%
CCc1ccc(CN2CCC(CO)(CC3CCCCO3)CC2)o1 (stereo not given)
  26.5	5.1%
COc1ccccc1CN1C[C@@H]2C[C@@H](c3ccc4nsnc4c3)N3CCC[C@@]23C1=O
  11.3	-0.7%
COc1ccc(CN(Cc2ccccn2)S(=O)(=O)c2ccc(-n3cnnn3)cc2)cc1
  -7.2	.
COc1ccc(Cl)cc1N1C(=O)C2CCCN2C1c1ccc(F)c(F)c1 (stereo not given)
  15.9	8.7%
Cn1nc(C(F)(F)F)c(C(=O)Nc2cccc(C(F)(F)F)c2)c1SCc1ccc(Cl)cc1
  -6.8	-0.8%
O=C(NCC1COc2ccccc2O1)c1ccc(NC(=O)c2ccco2)cc1 (stereo not given)
  .	-4.0%
Cn1c(-c2cccs2)[n+](C)c2ccccc21
  -2.9	4.4%
Cc1cc(=O)oc2cc(OCCSCCN3CCCC3)ccc12
  6.9	-0.9%
O=C1c2ccc(Oc3ccc4c(c3)C(=O)N(CCCO)C4=O)cc2C(=O)N1CCCO
  21.6	1.3%
CCN(CC(=O)NC(C)C)Cc1nc2c(Br)cc(Br)cc2c(=O)[nH]1
  3.0	-3.7%
CCC(C)(C)NC(=O)C(c1ccccc1F)N(C(=O)c1ccn[nH]1)c1ccccc1 (stereo not given)
  -7.0	-0.3%
CCC(CC)NC(=O)COC(=O)CCC(=O)c1ccc(Cl)cc1
  7.9	-1.6%
O=C(CNC(=O)/C(=C\c1ccc(F)cc1)NC(=O)c1ccccc1)OCc1ccccc1
  .	1.1%
CCOC(=O)N1CCN(C(=O)CN(c2ccc(Oc3ccccc3)cc2)S(C)(=O)=O)CC1
  .	1.5%
NC(=O)c1nnn(-c2ccccc2)c1N
  6.5	-2.5%
CC1(C)Oc2ccc(NC(=O)C3COc4ccccc4O3)cc2O1 (stereo not given)
  .	4.6%
N#Cc1c(Nc2cccc(F)c2)sc2c(O)cc(=O)[nH]c12
  0.4	-6.5%
O=C(C1CCCO1)N1CCN(C(c2ccccc2)c2ccccc2)CC1 (stereo not given)
  0.0	9.4%
CN(C(=O)CSc1nnc(C(F)(F)F)n1N)C1CCS(=O)(=O)C1 (stereo not given)
  -1.5	-1.6%

The final two entries of the part above lead into the next:
Compound	Mtb RmlCD inh	GlmU inhibition
O=C(C1CCCO1)N1CCN(C(c2ccccc2)c2ccccc2)CC1 (stereo not given)	0.0	9.4%
CN(C(=O)CSc1nnc(C(F)(F)F)n1N)C1CCS(=O)(=O)C1 (stereo not given)	-1.5	-1.6%
Cc1cnc(C(=O)Nc2nnc(C3CC3)s2)cn1	2.5	1.8%
Cc1ccc(-c2nnn(CC(=O)Nc3nnc(C(C)C)s3)n2)cc1	-5.2	-0.5%
COc1ccc(/C=C/c2nc(N)nc(-c3ccccc3O)n2)cc1OC	3.1	2.8%
N=c1sccn1CC(=O)Nc1cccc(Oc2ccccc2)c1	4.9	-5.0%
O=C(CSc1ncnc2ccccc12)Nc1cccc(S(=O)(=O)N2CCOCC2)c1	13.3	-5.8%
Cc1ccc(/C=C2/NC(=O)N(Cc3ccccc3F)C2=O)o1	-5.5	2.2%
Cc1nc(=O)c(-c2ccccc2)c(C)n1CCO	-7.9	-5.0%
O=C(OCC(=O)c1cccs1)c1ccccc1	1.9	5.1%
COC(=O)c1ccccc1NC(=O)c1c(O)c2c([nH]c1=O)CCCC2	-5.1	3.6%
Cn1c(=O)c(Sc2ccccc2)c(O)c2ccccc21	-13.6	1.2%
O=C(CCN1C(=O)/C(=C\c2ccccc2)SC1=S)NNC(=O)c1ccncc1	-6.8	2.8%
CN1C(=O)OC2(C)CCc3ccccc3C12C (stereo not given)	-2.4	1.3%

Nothing new here: an excerpt of the list.
Compound	Mtb RmlCD inh	GlmU inhibition
CC1CCN(C(=S)c2cn(Cc3ccccc3F)c3ccccc23)CC1	.	-5.5%
CCc1ccc(CN2CCC(CO)(CC3CCCCO3)CC2)o1 (stereo not given)	26.5	5.1%
COc1ccccc1CN1C[C@@H]2C[C@@H](c3ccc4nsnc4c3)N3CCC[C@@]23C1=O	11.3	-0.7%
COc1ccc(CN(Cc2ccccn2)S(=O)(=O)c2ccc(-n3cnnn3)cc2)cc1	-7.2	.
COc1ccc(Cl)cc1N1C(=O)C2CCCN2C1c1ccc(F)c(F)c1 (stereo not given)	15.9	8.7%
Cn1nc(C(F)(F)F)c(C(=O)Nc2cccc(C(F)(F)F)c2)c1SCc1ccc(Cl)cc1	-6.8	-0.8%
O=C(NCC1COc2ccccc2O1)c1ccc(NC(=O)c2ccco2)cc1 (stereo not given)	.	-4.0%

Next compounds
Compound	Mtb RmlCD inh	GlmU inhibition
Cc1ccccc1OCC(=O)N(Cc1nc(-c2ccccc2)no1)C(C)C	7.4	1.8%
Brc1nnc2n1-c1ccccc1Sc1ccccc1-2	.	4.0%
O=C(CSCc1ccco1)Nc1cc(C(F)(F)F)ccc1N1CCOCC1	.	5.8%
CCOc1ccc(C(Nc2cccnc2)c2cc(Cl)c3cccnc3c2O)cc1 (stereo not given)	7.6	4.0%
CC(C)CN1CCC(=O)N([C@H](CSc2ccc(Br)cc2)c2ccccc2)CC1	.	-0.7%
Cc1cc2oc(=O)cc(COC(=O)Cn3cnnn3)c2cc1C(C)C	-10.5	-3.4%
CCS(=O)(=O)N1CCN(C2CCC(c3ccccc3)CC2)CC1 (stereo not given)	.	-2.2%
COc1cc(C)c(-c2cc(C(=O)O)c(C)o2)cc1C(C)C	.	0.0%
CCCCCCNC(=O)c1cc(-c2ccco2)nc2ccccc12	.	-1.2%
CCOc1ccc(CN2CCNC(=O)C2CC(=O)NCc2ccccn2)cc1 (stereo not given)	-8.8	-1.4%
c1ccc(-c2nnc(CN3CCN(c4ccccc4)CC3)o2)cc1	-53.1	-0.6%
Cc1ccc(C)c(Nc2cc(C(=O)NCc3cccnc3)c3ccccc3n2)c1	39.2	4.8%
O=C(CCN1C(=O)c2ccccc2C1=O)N1CCOCC1	.	1.5%
Cc1cc(C(=O)N2CCN(C(c3ccccc3)c3ccccc3)CC2)on1	5.9	-4.5%
CCOc1ccc(OCC)c(NC(=O)CSc2nnc(Cn3cnc4ccccc43)n2C)c1	10.1	1.3%
CCOC(=O)COn1c(=O)c(=O)n(OC)c2ccccc21	-4.3	-0.5%
COc1cc(C(C#N)N2CCC(c3ccccc3)=N2)ccc1O (stereo not given)	-14.7	4.9%
O=C(NCc1ccco1)c1ccccc1-c1nc(-c2ccccc2)no1	-7.5	-1.4%
Cn1c(=O)c2c(nc(N/N=C/c3cccs3)n2Cc2ccccc2)n(C)c1=O	42.8	-0.6%
CCC(C)c1ccccc1NC(=S)Nc1cccnc1 (stereo not given)	.	-7.1%
COc1ccc(S(=O)(=O)N2CCc3ccccc32)cc1C(=O)Nc1cccnc1	.	-1.1%
CCC(=O)NC1OC(CO)C(O)C(O)C1O (stereo not given)	-9.7	0.7%
O=C(Nc1ccc2snnc2c1)N1CCOCC1	.	-4.4%
COc1cc(C2C(C#N)=C(N)Oc3c2ccc2ccccc32)ccc1OCC(=O)Nc1ccccc1C (stereo not given)	11.1	1.2%

Compounds shown so far with a COOH group, in the order listed:
Compound	Mtb RmlCD inh	GlmU inhibition
Cc1nn(C(C)C(=O)O)c(=O)c2ccccc12 (stereo not given)	-3.0	-8.3%
COc1cc(C)c(-c2cc(C(=O)O)c(C)o2)cc1C(C)C	.	0.0%

The list goes on:
Compound	Mtb RmlCD inh	GlmU inhibition
C/C(=N\N1CCCCCC1)c1c(O)n(-c2ccccc2C)c(=O)[nH]c1=O	.	-4.4%
CC1(C)Cc2nc3sc4c(=O)n(CC(N)=O)cnc4c3cc2CO1	-1.1	.
Cc1ccc(C2=Nc3ccc(Br)cc3C(c3ccncc3)=NN2)cc1	9.7	3.7%
CS(=O)(=O)NCc1csc(-c2ccccc2)n1	6.8	1.1%
CC(=O)N1CCc2cc(Br)cc(S(=O)(=O)CCC(=O)N3CCN(c4ccccn4)CC3)c21	4.0	10.9%
CCOC(=O)c1nc(-c2ccccc2)oc1N1CCOCC1	-0.2	-6.0%
CCCCc1ccc(NC(=S)N2CCC(O)CC2)cc1	-10.0	5.7%
CC(=C/C(=O)O)/C(=C\c1ccc(Br)o1)C(=O)O	.	0.2%
Cc1[nH]c2ccccc2c1/C=C/c1nc2ccccc2c(=O)n1-c1cccc([N+](=O)[O-])c1	-2.6	-9.3%
CCOC(=O)CSc1nnc(Cc2cc(=O)[nH]c(=O)[nH]2)n1-c1ccc(Cl)cc1	-11.4	0.9%
CCOC(=O)Cc1csc(NC(=O)c2c(O)c3c(n(CC(C)C)c2=O)CCCC3)n1	1.7	0.3%
CCOC(=O)C1=C(C)OC(N)=C(C#N)C1c1cccs1 (stereo not given)	-8.5	1.2%
CCc1nc(C)ccc1OCC(=O)NCCCN(C)C	.	-3.1%
Cc1cnn(C(=S)NCc2ccco2)c1	-3.0	1.6%
c1coc(-c2nc3nc4ccccc4nc3n2-c2ccc3c(c2)OCCO3)c1	6.1	-3.5%
CCN(CC)CCC/C(=N\O)C(O)(c1ccccc1)c1ccccc1	8.9	-1.2%
COc1cc(OC)nc(NC(=O)CCl)n1	-4.3	-1.8%
O=C(O)CCc1cccnc1	6.9	0.8%
Cc1cc(C(=O)CSc2nnc(-c3ccco3)o2)c(C)n1Cc1ccco1	7.4	.
Cc1ccccc1OCCNC(=O)/C=C/c1ccc([N+](=O)[O-])cc1	2.1	-2.2%
CCCCC(=O)Nc1ccc(C(=O)N(CC)c2ccccc2C)cc1	12.2	0.4%
C/C=C1\COC(C(=O)NCc2ccccc2)(C(F)(F)F)C=C1C=C1CCCCC1 (stereo not given)	.	1.5%
